# NPY Y1 blocker = blocks the human neuropeptide Y Y1 receptor. P25929. HEK293-CNG Y1 cells, membrane potential fluorescence; NPY at EC95, then isoproterenol. inhibition, % at 3.6 µM. 200,000 compounds, 1% hits;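 active means inhibition above the campaign mean inhibition of all tested compounds plus 3 SD, cut at about 20% in these data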;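 further: 0% = DMSO wells given NPY plus isoproterenol and 100% = isoproterenol alone without NPY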
#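 Test system – HEK293 Y1/CNG channel cell line · Also added – NPY agonist 25 nM, then isoproterenol 1 µM plus Ro 20-1724 25 µM · Compound dosing – one concentration, 3.6 µM, in 0.4% DMSO · Schedule – compound incubation 1 h at room temperature, readout 45 min post-stimulation · Technique – fluorescence, membrane potential probe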
# CHOP inhibitor = CHOP inhibition in unfolded protein response. CHO-K1 CHOP-promoter luciferase, tunicamycin-induced, 15-18 h. 220,000 compounds, 3.8% hits. AID 2732. inhibition, % at 10 µM;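 active means compounds that reduced the stress-induced luciferase reporter signal by more than about 70% of percent inhibition, limit read from the data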;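 further: 0% = tunicamycin plus vehicle and 100% = wells without tunicamycin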
# NPY2 pot ag = potentiates or activates human NPY-Y2 receptor. P49146. cells expressing NPY-Y2, potentiator/agonist read-out. activation, % at 3.6 µM. 220,000 compounds, 0.45% hits; in the data active means activation above about 27%;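 further: cells stimulated with NPY near EC25 plus isoproterenol at EC100; 0% = vehicle plus submaximal agonist and 100% = vehicle plus saturating agonist; some results beyond the cut were filed as inactive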
# Target sequence (P49146 whole entry, looked up): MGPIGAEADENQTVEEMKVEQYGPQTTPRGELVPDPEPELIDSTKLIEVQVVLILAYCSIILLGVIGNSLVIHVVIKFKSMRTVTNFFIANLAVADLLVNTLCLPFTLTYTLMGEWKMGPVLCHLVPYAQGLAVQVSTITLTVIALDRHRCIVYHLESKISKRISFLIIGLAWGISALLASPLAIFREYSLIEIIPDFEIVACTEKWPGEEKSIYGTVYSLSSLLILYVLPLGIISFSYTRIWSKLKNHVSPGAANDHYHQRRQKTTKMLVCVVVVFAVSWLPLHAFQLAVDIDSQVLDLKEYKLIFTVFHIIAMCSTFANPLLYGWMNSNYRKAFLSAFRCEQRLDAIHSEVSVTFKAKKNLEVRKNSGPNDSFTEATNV
# NPY-Y1 PAM-ag = potentiates or activates human NPY-Y1 receptor; P25929; NPY-Y1 expressing cells, potentiator/agonist activation; activation, % at 3.6 µM; 220,000 compounds, 0.37% hits; AID 1304; in the data active means activation above about 33%, passing the limit was not always enough;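 further: cells stimulated with NPY at EC10 then isoproterenol at EC100; 0% = low agonist plus stimulus and 100% = saturating agonist plus stimulus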
# BaF3 parental = reduces parental Ba/F3 cell viability, JAK2V617F counter-screen. CellTiter-Glo ATP luminescence. inhibition, % at 5.6 µM. 220,000 compounds, 1.1% hits;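 active means inhibition above a per-campaign cutoff, the mean inhibition of all tested compounds plus 3 SD, cut at about 27% in these data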;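 further: 0% = DMSO wells and 100% = JAK Inhibitor I control wells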
# S1P4 antag = blocks the human S1P4 receptor; S1P4-expressing cells, antagonist mode, reporter read-out; AID 1510; 220,000 compounds, 0.26% hits; inhibition, % at 4.98 µM; in the data active means inhibition above about 29%;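 further: 0% = wells stimulated with agonist and 100% = vehicle wells without agonist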
# Target sequence (O95977 whole entry, looked up): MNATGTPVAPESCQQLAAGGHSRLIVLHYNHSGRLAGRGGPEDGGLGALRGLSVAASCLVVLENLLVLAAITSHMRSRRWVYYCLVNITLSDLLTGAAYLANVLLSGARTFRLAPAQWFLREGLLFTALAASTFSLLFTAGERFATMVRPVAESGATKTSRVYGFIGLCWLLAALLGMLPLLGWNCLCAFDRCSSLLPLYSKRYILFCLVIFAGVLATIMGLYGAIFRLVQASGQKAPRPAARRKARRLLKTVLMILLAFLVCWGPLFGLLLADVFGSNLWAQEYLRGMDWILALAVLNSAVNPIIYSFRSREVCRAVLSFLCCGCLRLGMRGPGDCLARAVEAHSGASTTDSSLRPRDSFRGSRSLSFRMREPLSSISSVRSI
# Ba/F3 V617F tox = lowers viability of Ba/F3 cells expressing EpoR and JAK2V617F; ATP luminescence; inhibition, % at 5.6 µM; AID 1446; 220,000 compounds, 1.1% hits;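 active means inhibition above the campaign mean plus 3 SD over all tested compounds, cut at about 24% in these data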;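 further: cytokine-independent growth of Ba/F3 cells driven by EpoR plus mutant JAK2; 0% = DMSO-treated cells and 100% = JAK inhibitor I control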
# S1P4 ag = activates the human S1P4 receptor | O95977 | S1P4-expressing cell line, agonist reporter assay | activation, % at 4.98 µM | 220,000 compounds, 0.35% hits | AID 1509; in the data active means activation above about 11%;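 further: 0% = DMSO vehicle and 100% = reference agonist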
# p47phox inh = inhibitors of human p47phox binding; P14598; p47phox/p22phox peptide binding, fluorescence polarization, 2 h; inhibition, % at 24.7 µM; 220,000 compounds, 0.53% hits;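 active means inhibition above about 30%, limit read from the data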;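 further: 0% = p47phox with labelled peptide and 100% = labelled peptide alone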
# * = called active by the depositor; / = no result given.
# Values run as follows: S1P4 ag	BaF3 parental	NPY2 pot ag	p47phox inh	CHOP inhibitor	S1P4 antag	Ba/F3 V617F tox	NPY Y1 blocker	NPY-Y1 PAM-ag
- COc1ccc2[nH]c3c(=O)n(CCCCC(=O)NCCN4CCCC4)c(=S)[nH]c3c2c1
→ 1.4	4	7	-5	-9	-7	0	-6	9
- CCOCCCNC(=O)/C(C#N)=C/c1ccc(C(=O)OC)cc1
→ -1.2	3	-11	-4	0	5	-1	0	-3
- C/C(=N\NC(=O)c1cccc(F)c1)c1ccc(Br)s1
→ -3.0	14	-21	-1	-31	-2	7	7	-9
- Cc1ccc(C(=O)CSc2nnc(-c3ccco3)n2Cc2ccccc2)cc1
→ -0.9	3	2	-9	-9	7	-4	8	10
- COc1ccc(N2CCN(Cc3nc(-c4ccccc4)no3)CC2)cc1
→ 1.7	4	-9	-17	8	-4	1	9	-10
- Cc1cc(-c2nc3ccccc3o2)c2ccccc2n1
→ 1.8	0	11	-32	1	0	1	10	-3
- COC(=O)c1[nH]c2ccccc2c1NC(=O)CCN1CCN(C2CCCCC2)CC1
→ 0.6	-1	10	-9	34	-19	-3	-4	-5
- CCOc1ccccc1C1C(C(N)=O)=C(C)Nc2nc(CCCO)nn21 (stereo not given)
→ 0.2	1	-6	-6	-16	-2	2	1	-11
- OCCC1CN(Cc2c(F)cccc2Cl)CCN1C1CCCCC1 (stereo not given)
→ 2.1	6	-6	4	18	-17	1	7	-8
- O=c1oc2cc(OCc3ccc(F)cc3F)ccc2cc1-c1ccccn1
→ 0.6	2	-30	-18	-2	-8	-1	3	-5
- COc1ccc(-n2nnnc2SCC(=O)NCc2ccco2)cc1OC
→ -1.0	7	-7	-2	44	-9	0	-4	-14
- CCOC(=O)c1cnc2nc(COc3ccccc3)[nH]n2c1=O
→ 0.9	5	-11	-4	24	-2	1	0	-26
- CCOC(=O)c1c(-c2ccccc2)csc1NC(=O)CSc1nnnn1C
→ 0.0	2	7	-21	49	3	1	1	4
- O=C(Nc1cccnc1)c1ccccc1O
→ -1.0	0	6	-10	17	1	2	-1	-7
- CC(=O)NS(=O)(=O)c1ccc(NC(=O)c2ccc(Cl)cc2[N+](=O)[O-])cc1
→ 0.9	7	7	-5	-17	6	0	7	-7
- CCOC(=O)N1CCN(C(=O)c2ccc(CSc3ccc(Cl)cc3)cc2)CC1
→ -0.3	7	-1	10	16	-12	0	0	-5
- COc1ccc(S(=O)(=O)N(C)c2ccc(C(=O)N3CCCC3)cc2)cc1
→ 2.5	5	0	-8	-3	-17	0	-1	12
- Cc1sc(NC(=O)c2ccccc2)c(C(=O)N2CCN(C)CC2)c1C
→ 1.7	-2	6	-6	0	2	16	4	-4
- S=C(Nc1cccc(Br)c1)N1CCn2cccc2C1c1cccnc1 (stereo not given)
→ -0.3	3	13	-3	22	9	-3	-2	13
- C/C(=N\NC(=O)c1ccccn1)c1ccc(C(=O)O)s1
→ 0.3	7	-3	8	-9	-1	3	0	-6
- O=C(O)c1cc2c(ccc3ccccc32)[nH]1
→ 0.7	1	-8	-13	-21	-6	-5	2	-32
- CSCCCNC(=S)N1CCN(S(=O)(=O)c2cccc(C(F)(F)F)c2)CC1
→ 1.3	4	4	-9	24	-17	1	-3	-13
- COc1cc(CN2CCN(Cc3ccc([N+](=O)[O-])cc3)CC2)c([N+](=O)[O-])cc1OC
→ 0.2	3	-1	4	-43	-3	2	3	10
- CCCCNS(=O)(=O)c1ccc2nc(SCC(=O)Nc3ccccc3)[nH]c2c1
→ 0.3	8	-9	-13	13	4	4	-1	-2
- CC(=O)OC[C@H]1O[C@@H](O/N=C(\C)CCN2CCCCc3nc(C)c(C)cc32)[C@H](OC(C)=O)[C@@H](OC(C)=O)[C@@H]1OC(C)=O
→ 0.8	6	4	-11	46	4	1	-7	-25
- CC(C)(C)NC(=O)CN(Cc1cccs1)C(=O)CCC(=O)Nc1nccs1
→ 1.9	4	-5	-5	-10	-8	-3	-2	7
- CC(C)CC(=O)NC1(C(F)(F)F)C(=O)Nc2c1c(=O)[nH]c(=O)n2Cc1ccco1 (stereo not given)
→ 1.8	0	-4	-8	7	9	2	-3	7
- O=C1c2ccccc2C(=O)N1CCC(=O)N1CCCc2ccccc21
→ 1.2	4	-7	-2	-14	-13	3	-2	-10
- Cn1nnc(NC(=O)CSc2ccc(Cl)cc2)n1
→ -1.1	1	-9	-9	17	-11	0	0	-13
- COc1ccc(C2CCCN2C(=S)Nc2ccc(C)c(C)c2)cc1OC (stereo not given)
→ 1.6	5	-19	-4	6	1	0	0	1

# Retrieved one by one from the entries so far (5):
# Values run as follows: S1P4 ag	BaF3 parental	NPY2 pot ag	p47phox inh	CHOP inhibitor	S1P4 antag	Ba/F3 V617F tox	NPY Y1 blocker	NPY-Y1 PAM-ag
- COC(=O)c1[nH]c2ccccc2c1NC(=O)CCN1CCN(C2CCCCC2)CC1
→ 0.6	-1	10	-9	34	-19	-3	-4	-5
- O=c1oc2cc(OCc3ccc(F)cc3F)ccc2cc1-c1ccccn1
→ 0.6	2	-30	-18	-2	-8	-1	3	-5
- CSCCCNC(=S)N1CCN(S(=O)(=O)c2cccc(C(F)(F)F)c2)CC1
→ 1.3	4	4	-9	24	-17	1	-3	-13
- COc1ccc(-n2nnnc2SCC(=O)NCc2ccco2)cc1OC
→ -1.0	7	-7	-2	44	-9	0	-4	-14
- O=C(Nc1cccnc1)c1ccccc1O
→ -1.0	0	6	-10	17	1	2	-1	-7

# Remaining list, next part
# Values run as follows: S1P4 ag	BaF3 parental	NPY2 pot ag	p47phox inh	CHOP inhibitor	S1P4 antag	Ba/F3 V617F tox	NPY Y1 blocker	NPY-Y1 PAM-ag
- CC(=O)Nc1cccc(/C(C)=N/NC(=O)c2c(-c3ccccc3Cl)noc2C)c1
→ -2.9	2	10	2	5	-27	-5	16	-6
- O=C(Nc1ccc(C(F)(F)F)cc1Cl)c1ccc(Cn2cc(Br)cn2)o1
→ 1.1	6	-23	-17	73*	-3	1	22*	-52
- O=C(N/N=C/c1ccc[nH]1)c1ccc(O)cc1
→ 0.7	7	-5	-22	-18	-12	-1	5	2
- Cc1ccccc1OCCCC(=O)Nc1ccccc1C(F)(F)F
→ 0.4	4	-16	7	40	-11	-1	4	-23
- CC(C)CN1C(=O)/C(=C/c2cccs2)NC1=S
→ 2.4	1	-7	-13	6	-18	-1	0	-13
- Cc1noc(C)c1COC(=O)CN(C)S(=O)(=O)c1ccc(Cl)cc1
→ -1.4	1	12	5	7	7	-5	-3	23
- CC1CCN(CCNC(=S)Nc2ccc(Cl)cc2)CC1
→ 1.6	5	2	/	-2	0	1	7	14
- COc1cc(OC)cc(C(=O)NC2CC3CCC(C2)N3Cc2ccco2)c1 (stereo not given)
→ 1.6	1	-12	-11	-3	5	1	7	-10
- CCOC(=O)c1c(C)[nH]c(C)c1-c1ccccc1OC
→ 3.0	6	-7	-30	9	12	-1	-4	-6
- CCOC(=O)N1CCN(c2c(NCCc3ccc(OC)c(OC)c3)c(=O)c2=O)CC1
→ 0.2	1	-5	-8	27	-1	0	-3	-1
- C#CC(=O)N(c1ccc(OC)c(OC)c1)C(C(=O)NC1CCCC1)c1cccs1 (stereo not given)
→ -3.7	52*	32	1	109*	16	99*	-6	7
- O=C(CCSCCc1ccccn1)Nc1ccc(Br)cc1F
→ 0.5	1	6	-6	53	4	-3	3	-12
- Cc1ccc(C)c(Nc2ncccc2C(=O)NCc2cccs2)c1
→ 0.6	2	-1	-32	45	-5	1	4	-15
- O=C(Nc1cccnc1)c1ccc(Oc2ccccc2)cc1
→ -1.7	5	-2	-5	4	-17	-2	0	-9
- CC(=O)OCC(OC(C)=O)C(OC(C)=O)C(OC(C)=O)C(=O)Nc1ccc(C)cc1 (stereo not given)
→ -1.4	0	-1	-10	5	-12	0	8	-6
- COc1ccc(CCNC(=O)c2c(-c3ccccc3)noc2C)cc1OC
→ 0.0	3	4	-4	21	-10	-5	0	-6
- CC1CCC2(CC1)NC(=O)N(CC(=O)Nc1cccc(S(=O)(=O)N3CCOCC3)c1)C2=O (stereo not given)
→ 1.8	-2	3	-4	10	-15	-6	/	6
- O=C(NC(=S)NCc1ccccc1)c1ccccc1F
→ -0.3	1	-17	-7	15	1	-4	2	-25
- OCCN(Cc1ccccc1)Cc1ccccc1Cl
→ -0.5	2	10	3	60	-6	-1	-2	4
- CC(C)=CCC/C(C)=C/Cc1c(O)ccc(C(=O)/C=C/c2ccc(O)cc2)c1O
→ 0.6	4	-4	-22	86*	7	2	-6	-5
- CCOC(=O)CN1C(=O)S/C(=C/c2cc(C)n(C)c2C)C1=O
→ -0.8	-4	-5	/	/	-21	0	11	0
- CC(=O)Nc1ccc2nc(C3CC3)n(Cc3ccc(Cl)cc3)c(=O)c2c1
→ 0.7	9	-11	-6	-17	-8	2	4	-4
- COC(=O)c1ccc(CNC(=O)COC(=O)C23CC4CC(CC(C4)C2)C3)cc1
→ -1.6	3	3	-10	31	10	-6	-2	-4
- O=S(=O)(c1c(F)cccc1F)N1CCN(C(=S)NCc2ccc3c(c2)OCO3)CC1
→ -0.6	3	5	-23	3	10	-1	-1	11
- C=CCN1C(=O)C(O)(CC(=O)c2c(C)n[nH]c2C)c2cc(Br)ccc21 (stereo not given)
→ -0.9	10	-21	-10	-12	-2	10	-2	14
- CN(C)CCN1C(=O)c2oc3ccc(Cl)cc3c(=O)c2C1c1cccc(Br)c1 (stereo not given)
→ -0.1	2	-13	0	-1	-14	-1	-9	-3
- CCOc1ccc(-c2cc(CCCC(=O)NCc3ccc(C)cc3)no2)cc1
→ 0.9	6	2	-6	96*	-1	1	4	-8
- CN(C)CCCOc1cccc(Cl)c1
→ 1.0	2	3	-2	5	-20	-1	3	3
- CC1(C)Cc2nc3sc(C(=O)NCCCO)c(N)c3cc2CS1
→ -0.1	4	-7	-13	3	-17	1	-2	5
- COc1ccc2nc(SCC(=O)Nc3ccccc3OC)[nH]c2c1
→ -0.4	1	-1	3	10	-6	-4	/	-3
- N#Cc1cccc(NC(=O)Cc2ccccc2)c1
→ 0.8	3	-8	5	28	-10	4	5	2
- Cc1ccc(-c2ccnc3nc(-n4cccc4)nn23)o1
→ 1.6	6	-1	-4	24	-29	2	7	-8
- CCOC(=O)/C(C#N)=C/c1cc2cc(C)c(C)cc2nc1Cl
→ 0.1	-18	-4	-9	-4	4	1	/	17

# For reference, some entries already given:
# Values run as follows: S1P4 ag	BaF3 parental	NPY2 pot ag	p47phox inh	CHOP inhibitor	S1P4 antag	Ba/F3 V617F tox	NPY Y1 blocker	NPY-Y1 PAM-ag
- COc1ccc2nc(SCC(=O)Nc3ccccc3OC)[nH]c2c1
→ -0.4	1	-1	3	10	-6	-4	/	-3
- N#Cc1cccc(NC(=O)Cc2ccccc2)c1
→ 0.8	3	-8	5	28	-10	4	5	2
- Cc1ccc(-c2ccnc3nc(-n4cccc4)nn23)o1
→ 1.6	6	-1	-4	24	-29	2	7	-8
- CCOC(=O)/C(C#N)=C/c1cc2cc(C)c(C)cc2nc1Cl
→ 0.1	-18	-4	-9	-4	4	1	/	17
